Compound activity from PubChem BioAssay.
KCNH2 3.1 inh: KCNH2 3.1 (human) potassium channel inhibition. U2OS KCNH2 3.1, thallium flux FluxOr; hits give low values. activity change, % (tested at about 1.8 µM). 340,000 compounds, 0.95% hits;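 active = maximum activity change below -70%; inconclusive = maximum activity change from -70% to -50%; inactive = maximum activity change above -50%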;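 also: thallium influx rate constant from kinetic fluorescence after stimulation buffer; % is scaled to controls: 0 for no effect and ±100 for the full control effect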
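Normalized rate constant (relative to positive and negative DMSO controls) derived from a 2 min kinetic fluorescence read after stimulation; U2OS cells expressing the 3.1 isoform via virus at 1.77 x 10^8 /mL.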
Giardia kill: Giardia lamblia killing. activity change, % at 7.66 µM, hits read low. Giardia lamblia trophozoite viability. AID 540267. 340,000 compounds, 0.15% hits; in the data active = activity change below about -80%; inconclusive = between about -30% and that limit;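 also: parasites exposed to compound for two days anaerobically before the ATP read; % is scaled to controls: 0 for no effect and ±100 for the full control effect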
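Trophozoites 100 cells/well + cpd; 48 hrs, 37 deg C, anaerobic. ATPLite 1-Step added, 15-30 min RT, luminescence read (ATP-based viability).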
Rab9 prom act: Rab9 promoter activation; AID 485297; Potency, µM (highest dose often 9.22 µM), for the others: at the highest dose activation, negative = inhibition, usual class: activators; 320,000 compounds, 2.8% hits; Huh7 Rab9 promoter-luciferase reporter, luminescence, 24 h; also: potency is read from the fitted curve at half-maximal effect; % of control where 0% means no effect; nearly all actives have a fitted effect of over 60% in size
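Using Huh7 cells stably transfected with Rab9 promoter–luciferase, compounds were incubated 24 h at 37 °C, 5% CO2; luciferase luminescence was read 10 min after reagent addition.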
uPA generation: inhibitors of cell surface uPA generation; cell surface uPA generation assay, qHTS; 330,000 compounds, 0.31% hits; Potency, µM (titrated, usually from 38.3 µM), inactives show at the top dose activity change, negative = inhibition, most hits filed as inhibitors; active = well fitted inhibition curve with a large enough effect; inconclusive = small, poorly fitted or top-dose-only effect; inactive = no such curve, though single readings can be large or run the other way; tested in mouse RAW 264.7 cells; also: potency is read from the fitted curve at half-maximal effect; % is scaled to controls: 0 for no effect and ±100 for the full control effect; nearly all actives have a fitted effect of over 55% in size
ELG1 genotoxic: induces genotoxicity in HEK293T cells with luciferase-tagged ELG1; HEK293T ELG1-luciferase reporter, luminescence, 16 h; Potency, µM (titrated, usually from 46 µM), for the others: top-dose activity change, positive = activation, actives largely listed as activators; 330,000 compounds, 1.3% hits; AID 504466; also: potency is read from the fitted curve at half-maximal effect; % of control where 0% means no effect; nearly all actives have a fitted effect of over 60% in size
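16 hr compound incubation (37 °C, 5% CO2) of HEK293T cells carrying luciferase-tagged ELG1; luciferase then measured by ONE-Glo luminescence after 30 min at RT.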
FLuc modulator: firefly luciferase modulation, counter-screen for miR-21 project | P08659 | Potency, µM (top dose mostly 57.5 µM), for the others: top-dose activity change, negative = inhibition, actives largely listed as inhibitors | 360,000 compounds, 6.9% hits | AID 588342 | purified FLuc, Km substrates, luminescence inhibition;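 also: potency is read from the fitted curve at half-maximal effect; plate controls were vehicle for no effect and reference inhibitor for full effect; nearly all actives have a fitted effect of over 55% in size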
Target sequence (P08659 whole entry, looked up): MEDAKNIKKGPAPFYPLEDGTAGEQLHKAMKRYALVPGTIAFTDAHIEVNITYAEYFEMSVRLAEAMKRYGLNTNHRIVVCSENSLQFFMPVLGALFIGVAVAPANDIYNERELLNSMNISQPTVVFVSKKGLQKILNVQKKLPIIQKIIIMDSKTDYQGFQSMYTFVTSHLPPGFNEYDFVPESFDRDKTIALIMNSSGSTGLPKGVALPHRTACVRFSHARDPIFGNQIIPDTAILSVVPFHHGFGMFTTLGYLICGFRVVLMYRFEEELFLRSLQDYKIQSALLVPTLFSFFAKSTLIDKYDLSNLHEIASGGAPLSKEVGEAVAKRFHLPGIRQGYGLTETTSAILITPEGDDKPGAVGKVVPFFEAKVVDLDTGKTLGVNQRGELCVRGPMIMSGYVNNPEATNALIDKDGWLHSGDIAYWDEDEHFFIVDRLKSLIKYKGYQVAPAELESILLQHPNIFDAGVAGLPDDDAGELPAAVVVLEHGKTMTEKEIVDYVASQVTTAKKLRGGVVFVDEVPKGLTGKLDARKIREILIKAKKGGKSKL
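Biochemical qHTS of compounds, final roughly 60 µM downward over six points, against 10 nM purified firefly luciferase using Km concentrations of substrates (10 uM D-luciferin, 10 uM ATP) in Tris acetate pH 7.5 buffer; luminescence output.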
FBPA coupling cs: coupling enzyme interference in Giardia aldolase counter-screen | coupling enzyme system counterscreen, AmpLite Red fluorescence | activity change, negative = inhibition, % at 58.2 µM, hits read low | 290,000 compounds, 0.67% hits; in the data active = activity change below about -30%; also: % is scaled to controls: 0 for no effect and ±100 for the full control effect
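Counterscreen lacking aldolase: glyceraldehyde-3-phosphate coupling-enzyme reagent preincubated 10 min at RT with compound (at 57.5 uM final), then substrate/coupling system with AmpLite Red added; fluorescence read at 525/598 nm after 20 min RT.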
NPC1 prom act: NPC1 promoter activation; Huh7 NPC1 promoter luciferase reporter, 24 h; Potency, µM (top dose mostly 9.22 µM), for inactives: top-dose activation, most hits filed as activators; 320,000 compounds, 2.4% hits; AID 485313;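 also: potency is read from the fitted curve at half-maximal effect; % of control where 0% means no effect; nearly all actives have a fitted effect of over 60% in size; reporter is driven by a mutant NPC1 promoter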
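In 1536-well qHTS, Huh7 cells harboring an NPC1 promoter–luciferase construct received compound for 24 h; activation was quantified by luminescence following luciferase reagent addition.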
Gal4-VP16 FLuc: counter-screen for ROR gamma inhibitors: Gal4-VP16 reporter; Drosophila S2 Gal4-VP16 UAS-luciferase, luminescence, 20 h; AID 2546; Potency, µM (series often up to 53.6 µM), for the others: at the top dose activity, negative = inhibition, usual class: inhibitors; 310,000 compounds, 3.5% hits;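 also: Gal4-VP16 expression switched on by copper sulfate through the metallothionein promoter; potency is read from the fitted curve at half-maximal effect; % is scaled to controls: 0 for no effect and ±100 for the full control effect; nearly all actives have a fitted effect of over 50% in size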
Tb PFK block: inhibitors of T. brucei phosphofructokinase. T. brucei PFK, ADP-Glo luminescence. Potency, µM (series often up to 57.5 µM), without a hit: top-dose activity, negative = inhibition, actives largely listed as inhibitors. 330,000 compounds, 0.17% hits;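 also: potency is read from the fitted curve at half-maximal effect; 0% = uninhibited 1x PFK enzyme wells and -100% = no-enzyme wells; nearly all actives have a fitted effect of over 60% in size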
Target sequence (O15648 whole entry, looked up): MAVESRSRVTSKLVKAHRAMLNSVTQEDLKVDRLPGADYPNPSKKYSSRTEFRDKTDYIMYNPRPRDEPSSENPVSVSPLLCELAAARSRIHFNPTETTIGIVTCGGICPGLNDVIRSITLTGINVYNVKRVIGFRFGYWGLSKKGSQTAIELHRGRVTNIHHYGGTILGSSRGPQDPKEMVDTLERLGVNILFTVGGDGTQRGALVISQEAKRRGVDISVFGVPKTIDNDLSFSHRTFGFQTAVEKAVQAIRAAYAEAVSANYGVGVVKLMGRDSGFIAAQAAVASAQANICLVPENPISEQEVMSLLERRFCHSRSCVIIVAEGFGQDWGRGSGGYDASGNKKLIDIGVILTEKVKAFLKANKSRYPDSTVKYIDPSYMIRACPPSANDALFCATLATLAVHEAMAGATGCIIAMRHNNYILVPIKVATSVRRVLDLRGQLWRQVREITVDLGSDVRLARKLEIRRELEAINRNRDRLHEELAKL
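Activity is normalized to no-enzyme wells (full inhibition) and 1.25 nM enzyme wells (no inhibition). Reaction: 0.5 mM F6P, 0.1 mM ATP, 45 min RT, ADP-Glo luminescence; concentration-response curves fitted and classed by quality.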
RORgamma inh: blocks mouse ROR gamma transcriptional activity; Drosophila S2 Gal4-RORgamma UAS-luciferase reporter, 20 h; Potency, µM (titrated, usually from 53.6 µM), inactives show at the highest dose activity change, negative = inhibition, usual class: inhibitors; 310,000 compounds, 5.4% hits; also: potency is read from the fitted curve at half-maximal effect; % is scaled to controls: 0 for no effect and ±100 for the full control effect; nearly all actives have a fitted effect of over 60% in size
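Stably transfected Drosophila Schneider cells are the test system, with ROR gamma fused to Gal4 and luciferase under UAS control; luminescence is read after 20 hr of 700 uM copper sulfate induction at ambient temperature.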
An asterisk follows results filed as active; ? = inconclusive; . = not tested or not shown; & = joins results of further samples; [ ] = another dose, or the depositor's remark. Unless noted, calls follow the shape of the dose curve; as a rule, active = well fitted curve in the direction sought with a large enough effect; inconclusive = small, poorly fitted or top-dose-only effect, or another doubt; inactive = no such curve, though single readings can be large; an effect the other way counts as inactive or inconclusive.

SMILES | KCNH2 3.1 inh | Giardia kill | Rab9 prom act | uPA generation | ELG1 genotoxic | FLuc modulator | FBPA coupling cs | NPC1 prom act | Gal4-VP16 FLuc | Tb PFK block | RORgamma inh
COc1ccc(-c2ccc(-c3noc(-c4ccc(OC)c(OC)c4)n3)c(OC)n2)cc1 | . | . | 3% | . | 0% | 0% | 1 | -2% | -1% | -2% | -12%
COc1ccc(C(C)n2c(C)c3c(C)nnc(C)c3c2C)cc1 (centres undefined) | -26 | 17 | -13% | . | -11% | 4%&-2% | -18 | 0% | 0% | -2% | -25%
CCC(=O)Nc1nc(-c2ccccc2)ns1 | -8 | 11 | 2µM* | -4% | 14% | 15µM* | -1 | 4µM* | ? | -2% | 28%
COc1ccc(C(c2sc3nc(C)nn3c2O)N2CCC(O)CC2)cc1OC (centres undefined) | 5 | -18 | -9% | 14% | 8% | 3% | 1 | -1% | 2% | 0% | 5%
Cc1nn(-c2ccccc2)c(N)c1N=Nc1ccc(Cl)cc1 | . | -16 | 2µM* | -10% | ? | 8.5µM* | 0 | 2.5µM* | -1% | -1% | ?
Cc1c(C(=O)O)[nH]c2ccc([N+](=O)[O-])cc12 | -3 | 24 | -4% | 4% | 0% | -15% | 16 | 0% | ? | 4% | 1%
CCOC(=O)c1oc2ccccc2c1COC(=O)CNC(=O)c1cccc(C)c1 | -80* | -13 | -1% | 3% | 7% | 3% | . | -4% | 26% | 2% | 10%
COc1cccc(OC)c1C(=O)NC(=S)Nc1ccc2c(c1)Cc1ccccc1-2 | -2 | 10 | 16% | 1% | 8% | 3% | 2 | -1% | 3% | 6% | ?
CSc1ccccc1NC(=O)CSCc1nc2sc(C)c(C)c2c(=O)[nH]1 | 9 | -3 | -9% | 2% | -1% | -2% | . | -2% | . | 0% | .
CCc1c(O)nc(SCC(=O)Nc2nc3ccccc3s2)n(-c2ccc(C)cc2)c1=O | 8 | 9 | 16% | -19% | 17% | 21µM* | 4 | 20% | -19% | 1% | ?
COc1ccc(NC(=O)CSc2ccc(-c3cccs3)nn2)c(OC)c1 | -3 | 22 | 1% | -2% | -4% | -11% | 2 | -2% | 4% | -1% | -19%
COc1ccc(F)cc1S(=O)(=O)N1CCC2(CC1)OCCN2S(=O)(=O)c1ccccc1 | 2 | -24 | -5% | -5% | 1% | 3% | . | -1% | . | -5% | .
CC1(C)CC(=O)N(c2cc(Cl)ccc2Cl)C(=O)C1 | -7 | 7 | 5% | 2% | -4% | 2% | -1 | 0% | 1% | 2% | -2%
CCN(CC)C(=O)CSc1nc2ccccc2c(=O)n1OC | 3 | 14 | 7% | -5% | -15% | 1% | 8 | 0% | 0% | 0% | -7%
O=C(CSc1nnc(Nc2ccccc2)s1)NN1C(=O)NC2(CCCCC2)C1=O | . | -20 | -6% | -3% | 1% | 19µM* | 4 | 3% | 4% | 2% | -7%
Nc1nc(CN2CCN(c3ccccc3)CC2)nc(Nc2ccc(Cl)cc2)n1 | -16 | -15 | -6% | -7% | -19% | -1% | 1 | -3% | -5% | 6% | ?
Cn1ncc(C#N)c1/N=C/N1CCCC1 | 6 | 9 | -7% | 7% | -7% | 0% | 1 | -4% | 7% | -2% | -16%
O=C(c1ccco1)N1CCCC(c2nc3c(nnn3Cc3c(Cl)cccc3Cl)c(=O)[nH]2)C1 (centres undefined) | -6 | 16 | -1% | -3% | 1% | 0% | 2 | -2% | 1% | -3% | 0%
COc1ccc(-c2c(NC(=O)c3ccco3)n(-c3ccc(C)cc3)nc(C)c2=O)cc1 | -13 | 24 | -2% | 9% | 1% | -1% | -1 | -4% | -10% | -6% | 0%
CCN(CC(=O)Nc1ccccc1OC)C(=O)CC1CC2CCC1C2 (centres undefined) | 18 | 16 | -6% | 6% | 1% | 0% | . | -5% | . | 1% | .
Nc1nc(C23CC4CC(CC(C4)C2)C3)cs1 | 31 | 18 | -3% | -4% | -5% | ? | 3 | -3% | -3% | 3% | -1%
CC(C)CCNc1nc(N)c([N+](=O)[O-])c(N2CCCCCC2)n1 | -2 | 6 | -25% | -22% | -6% | -1% | -3 | -20% | ? | 0% | -10%
Cc1ccc(C)c(S(=O)(=O)Nc2ccc(O)c3ccccc23)c1 | -10 | 30 | 5% | ? | -11% | -1% | -9 | -4% | ? | 1% | ?
CCCC(=O)NC(NC(=S)Nc1c(C)n(C)n(-c2ccccc2)c1=O)C(Cl)(Cl)Cl (centres undefined) | 2 | -2 | -13% | 1% | -8% | -1% | 3 | 0% | 0%[0.365 µM] | -1% | 35%
O=c1oc2ccccc2c(N2CCC(c3ccccc3)CC2)c1[N+](=O)[O-] | 5 | -11 | -5% | 5% | -2% | -16% | 7 | -4% | -4% | 1% | 0%
O=C(Nc1cccc(-n2cnnn2)c1)c1ccc(C(F)(F)F)cc1 | -29 | -16 | 1% | -10% | -3% | -15% | . | -1% | . | 0% | .
CN1CCCCC1CCN1c2ccccc2Sc2ccc(S(C)=O)cc21 (centres undefined) | -9 | 8 | -5% | ? | 5% | -3% | 0 | -1% | 2%&-15% | 0%&-9% | 12%[10 µM]
COc1ccc(Br)cc1/C=N/NC(=O)c1ccc(OC)c(OC)c1 | 5 | -4 | -6% | 1% | 0% | -19% | -4 | -3% | -6% | -5% | ?
Fc1ccccc1-c1nnc2c3ccccc3nc(N3CCOCC3)n12 | -2 | 1 | 8% | -3% | 0% | 2% | 1 | -4% | -4% | -3% | 10%
CC1Cc2ccccc2N1C(=O)c1cnc2sccn2c1=O (centres undefined) | 15 | 0 | -1% | 6% | 9% | 1% | -3 | 3% | 12% | -4% | -5%
CN(C[C@H](Cc1ccccc1)N(C[C@H](Cc1ccccc1)N(CC1(c2ccccc2)CC1)N=O)N=O)N=O | -38 | -2 | -1% | -1% | -4% | 0% | -3 | -2% | -15% | -1% | -13%
Cc1ccc(S(=O)(=O)N(C)C)cc1NC(=O)COC(=O)CCC1CCCC1 | 7 | -6 | -3% | -6% | 5% | -7% | . | 3% | . | -5% | .
COc1cc2nc(CN(C)Cc3nc4ccccc4c(=O)[nH]3)[nH]c(=O)c2cc1OC | 13 | 16 | -3% | . | -9% | -1% | -10 | 1% | 3.5µM* | 2% | 1.6µM*
COc1ccc(CC2(CO)CCN(Cc3cnn(-c4ccccc4OC)c3)CC2)cc1 | -24 | -21 | -4% | -16% | 0% | 1% | 1 | -1% | 3% | 0% | -11%
COC(=O)c1cc(NC(=O)CN(c2ccc(OC)cc2)S(=O)(=O)c2ccc(F)cc2)ccc1Cl | -20 | -10 | 1% | 0% | -4% | 0% | 1 | -1% | 25% | 2% | 22%
Cc1cc(C)c(C)c(S(=O)(=O)N2CCC(C(=O)Nc3ccc(S(=O)(=O)N4CCOCC4)cc3)CC2)c1C | -8 | 5 | -8% | -10% | -13% | 7% | . | -4% | -11% | 1% | ?
Nc1ccc(/C=C/C(=O)c2ccco2)cc1 | 0 | -1 | ? | -4% | ? | 6µM* | 0 | 14% | ? | 0% | ?
O=C(CCCN1C(=O)/C(=C/c2cccs2)SC1=S)Nc1ccccc1O | 8 | 19 | 0% | -12% | -9% | 0% | -1 | -4% | ? | 2% | -14%
CC(=O)c1cccc(NC(=O)C(C)OC(=O)Cc2n[nH]c(=O)c3ccccc23)c1 (centres undefined) | -20 | -4 | 4% | 4% | -4% | -1% | . | 1% | -6% | 0% | 0%
C[C@@H]1CN([C@H](C)CO)C(=O)c2cccc(NS(=O)(=O)c3ccccc3)c2O[C@H]1CN(C)C | 12 | 16 | . | 14% | 2% | . | . | . | . | 1% | .
CCCCOc1ccc(/C=N/NC(=S)Nc2cc(C)ccc2C)cc1 | -2 | -3 | -3% | 2% | -3% | -5% | -2 | 3% | 5µM* | 2% | 6.3µM*

3 compounds picked at random from the list so far, as already listed:
SMILES | KCNH2 3.1 inh | Giardia kill | Rab9 prom act | uPA generation | ELG1 genotoxic | FLuc modulator | FBPA coupling cs | NPC1 prom act | Gal4-VP16 FLuc | Tb PFK block | RORgamma inh
CN(C[C@H](Cc1ccccc1)N(C[C@H](Cc1ccccc1)N(CC1(c2ccccc2)CC1)N=O)N=O)N=O | -38 | -2 | -1% | -1% | -4% | 0% | -3 | -2% | -15% | -1% | -13%
CC(=O)c1cccc(NC(=O)C(C)OC(=O)Cc2n[nH]c(=O)c3ccccc23)c1 (centres undefined) | -20 | -4 | 4% | 4% | -4% | -1% | . | 1% | -6% | 0% | 0%
Nc1nc(C23CC4CC(CC(C4)C2)C3)cs1 | 31 | 18 | -3% | -4% | -5% | ? | 3 | -3% | -3% | 3% | -1%
